Screens deposited in PubChem BioAssay by National Center for Advancing Translational Sciences (NCATS).
Mito fusion act – qHTS Assay for Small Molecule Inhibitors of Mitochondrial Division or Activators of Mitochondrial Fusion. S. cerevisiae fusion-defective mutant growth rescue, CellTiterGlo 48 h. Potency, µM (series often up to 46.1 µM), without a hit: at the top dose growth rescue (activation), hits mostly activators. AID 485298, 2010. 320,000 compounds, 0.23% hits;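 also: potency is read from the fitted curve at half-maximal effect; % of control where 0% means no effect; nearly all actives have a fitted effect of over 45% in size; temperature-sensitive fusion mutants such as fzo1-1 at 37 °C on non-fermentable ethanol glycerol medium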
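Read-out: ATP-based luminescence (CellTiterGlo, 10 min ambient) reporting growth of fusion-defective ts yeast after 48 hours at 37C on glycerol/ethanol YPEG medium in the presence of compound.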
PKM2 activator – qHTS Assay for Activators of Human Muscle isoform 2 Pyruvate Kinase; Pyruvate kinase PKM (Homo sapiens), P14618; purified PKM2, Kinase-Glo ATP luminescence, activation; response scale: 0% is enzyme alone, no compound; Potency, µM (titrated, usually from 57.5 µM), for inactives: top-dose activation, hits mostly activators; 260,000 compounds, 0.34% hits; AID 1631, 2009; also: potency is read from the fitted curve at half-maximal effect; % is scaled to controls: 0 for no effect and ±100 for the full control effect; nearly all actives have a fitted effect of over 55% in size
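Purified hPK-M2 (>95% pure) converted ADP (0.1 mM final) to ATP with 0.5 mM PEP in 50 mM imidazole pH7.2, KCl, MgCl2, Tween 20, BSA; 1 h at room temperature. ATP detected by Kinase-Glo luminescence.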
Gal4-VP16 FLuc – VP16 counterscreen qHTS for inhibitors of ROR gamma transcriptional activity; Drosophila S2 Gal4-VP16 UAS-luciferase, luminescence, 20 h; Potency, µM (top dose mostly 53.6 µM), for inactives: at the highest dose activity, negative = inhibition, hits mostly inhibitors; 310,000 compounds, 3.5% hits; AID 2546, 2010;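 also: Gal4-VP16 expression switched on by copper sulfate through the metallothionein promoter; potency is read from the fitted curve at half-maximal effect; % is scaled to controls: 0 for no effect and ±100 for the full control effect; nearly all actives have a fitted effect of over 50% in size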
RORg inh – qHTS for inhibitors of ROR gamma transcriptional activity | 310,000 compounds, 5.4% hits | Nuclear receptor ROR-gamma (Mus musculus), P51450 | Drosophila S2 Gal4-RORgamma UAS-luciferase reporter, 20 h | Potency, µM (top dose mostly 53.6 µM), inactives show top-dose activity change, negative = inhibition, most hits filed as inhibitors; also: potency is read from the fitted curve at half-maximal effect; % is scaled to controls: 0 for no effect and ±100 for the full control effect; nearly all actives have a fitted effect of over 60% in size
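Compounds are pin-transferred onto Drosophila Schneider cells expressing a copper-inducible Gal4–ROR gamma transactivation domain fusion. After 1 hr, copper sulfate is added to 700 uM final; luciferase is read 20 hr later.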
MBNL1 CUG block – qHTS Assay for Inhibitors of MBNL1-poly(CUG) RNA binding. Muscleblind-like protein 1 (Homo sapiens), Q9NR56. TR-FRET MBNL1-His/biotin-(CUG)12 binding, 665/545 ratio. Potency, µM (titrated, usually from 57.5 µM), for inactives: at the highest dose activity change, negative = inhibition, actives largely listed as inhibitors. 280,000 compounds, 0.036% hits. AID 2675, 2010; active = well fitted inhibition curve with a large enough effect in the signal ratio, with a control signal flat, not every such curve was filed as active; inconclusive = small, poorly fitted or top-dose-only effect, or effect the other way, or a change in a side signal; inactive = no such curve, though single readings can be large or run the other way; the % refers to the signal ratio; also: potency is read from the fitted curve at half-maximal effect; % is scaled to controls: 0 for no effect and ±100 for the full control effect
Target sequence (Q9NR56 whole entry, looked up): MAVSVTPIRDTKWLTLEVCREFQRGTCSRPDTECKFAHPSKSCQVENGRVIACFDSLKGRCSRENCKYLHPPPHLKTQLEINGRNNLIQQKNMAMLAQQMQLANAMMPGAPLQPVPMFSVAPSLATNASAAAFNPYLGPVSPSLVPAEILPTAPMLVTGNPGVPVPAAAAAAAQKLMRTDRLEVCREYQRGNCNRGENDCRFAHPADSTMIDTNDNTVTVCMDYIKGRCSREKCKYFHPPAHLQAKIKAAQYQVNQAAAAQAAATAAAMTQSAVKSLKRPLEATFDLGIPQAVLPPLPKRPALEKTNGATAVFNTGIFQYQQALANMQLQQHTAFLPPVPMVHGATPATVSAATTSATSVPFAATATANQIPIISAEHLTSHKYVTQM
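Ratiometric TR-FRET (665 over 545 nm, excitation 340 nm) tracks disruption of MBNL1-His/biotin-(CUG)12 complex after 60 min at room temperature, with compounds at 92 nM to 58 uM final.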
Menin-MLL TR inh – qHTS Assay for Inhibitors Targeting the Menin-MLL Interaction in MLL Related Leukemias: Competition With Texas Red Labeled MLL-derived Mutant Peptide. Potency, µM (doses to about 61.6 µM), without a hit: top-dose FP activity change, negative = inhibition, hits mostly inhibitors. 270,000 compounds, 0.23% hits. O00255. Menin + Texas Red MLL mutant peptide, fluorescence polarization; active = well fitted inhibition curve with a large enough effect in the polarisation, with a control signal flat, not every such curve was filed as active; inconclusive = small, poorly fitted or top-dose-only effect, or effect the other way, or a change in a side signal; inactive = no such curve, though single readings can be large or run the other way; the % refers to the polarisation; also: potency is read from the fitted curve at half-maximal effect; % of control where 0% means no effect; many of its hits are not listed in these tables
Target sequence (O00255 whole entry, looked up): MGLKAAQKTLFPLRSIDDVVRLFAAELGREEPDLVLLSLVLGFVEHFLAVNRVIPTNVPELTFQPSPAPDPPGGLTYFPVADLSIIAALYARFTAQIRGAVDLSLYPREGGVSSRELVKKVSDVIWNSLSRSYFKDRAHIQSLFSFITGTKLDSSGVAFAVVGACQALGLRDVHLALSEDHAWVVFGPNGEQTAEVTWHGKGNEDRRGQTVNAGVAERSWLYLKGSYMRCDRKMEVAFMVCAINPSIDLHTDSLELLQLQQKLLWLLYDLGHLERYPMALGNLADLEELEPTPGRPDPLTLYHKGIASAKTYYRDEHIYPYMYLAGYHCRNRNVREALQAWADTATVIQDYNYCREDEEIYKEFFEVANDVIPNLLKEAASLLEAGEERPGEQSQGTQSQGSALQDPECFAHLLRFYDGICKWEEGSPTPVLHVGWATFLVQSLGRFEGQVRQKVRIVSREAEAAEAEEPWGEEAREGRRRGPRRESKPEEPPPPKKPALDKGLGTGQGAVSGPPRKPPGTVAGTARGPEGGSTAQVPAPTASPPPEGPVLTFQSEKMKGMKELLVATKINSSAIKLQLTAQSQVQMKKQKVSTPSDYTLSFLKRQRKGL
KCNH2 3.1 inh – qHTS for Inhibitors of KCHN2 3.1: Mutant qHTS; Potassium voltage-gated channel subfamily H member 2, brain isoform KCNH2 3.1 (human); U2OS KCNH2 3.1, thallium flux FluxOr; hits give low values; activity change, % (tested at about 1.8 µM); 340,000 compounds, 0.95% hits; AID 720553, 2013;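 active = maximum activity change below -70%; inconclusive = maximum activity change from -70% to -50%; inactive = maximum activity change above -50%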;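 also: thallium influx rate constant from kinetic fluorescence after stimulation buffer; % is scaled to controls: 0 for no effect and ±100 for the full control effect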
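Channel expression came from 3.1 mutant virus (1.77 x 10^8 /mL) applied to suspended U2OS cells for 4 h. Flux was tracked with FluxOr dye plus Red40 quencher, and kinetic rate constants normalized to controls.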
Rab9 promoter act – qHTS Assay for Rab9 Promoter Activators; Huh7 Rab9 promoter-luciferase reporter, luminescence, 24 h; Potency, µM (series often up to 9.22 µM), inactives show at the top dose activation, negative = inhibition, most hits filed as activators; 320,000 compounds, 2.8% hits; AID 485297, 2010; also: potency is read from the fitted curve at half-maximal effect; % of control where 0% means no effect; nearly all actives have a fitted effect of over 60% in size
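Measured in stably transfected Huh7 cells bearing a Rab9 promoter–luciferase construct: 24 h compound treatment at 37 °C, followed by luminescence detection.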
FLuc counter – qHTS profiling assay for firefly luciferase inhibitor/activator using purifed enzyme and Km concentrations of substrates (counterscreen for miR-21 project). purified FLuc, Km substrates, luminescence inhibition. Potency, µM (series often up to 57.5 µM), for inactives: at the highest dose activity change, negative = inhibition, most hits filed as inhibitors. 360,000 compounds, 6.9% hits;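 also: potency is read from the fitted curve at half-maximal effect; plate controls were vehicle for no effect and reference inhibitor for full effect; nearly all actives have a fitted effect of over 55% in size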
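Biochemical qHTS of compounds, final roughly 60 µM downward over six points, against 10 nM purified firefly luciferase using Km concentrations of substrates (10 uM D-luciferin, 10 uM ATP) in Tris acetate pH 7.5 buffer; luminescence output.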
NPC1 promoter act – qHTS Assay for NPC1 Promoter Activators | Huh7 NPC1 promoter luciferase reporter, 24 h | 320,000 compounds, 2.4% hits | AID 485313, 2010 | Potency, µM (doses to about 9.22 µM), without a hit: top-dose activation, most hits filed as activators;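 also: potency is read from the fitted curve at half-maximal effect; % of control where 0% means no effect; nearly all actives have a fitted effect of over 60% in size; reporter is driven by a mutant NPC1 promoter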
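Luminescence from an NPC1 promoter-driven luciferase reporter in stably transfected Huh7 cells was measured after 24 h compound treatment at 37 °C, followed by 10 min ambient incubation with luciferase detection reagent.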
ELG1 repair inh – qHTS screen for small molecules that inhibit ELG1-dependent DNA repair in human embryonic kidney (HEK293T) cells expressing luciferase-tagged ELG1. 330,000 compounds, 2.3% hits. Potency, µM (titrated, usually from 46.1 µM), for inactives: top-dose activity change, negative = inhibition, usual class: inhibitors. HEK293T ELG1-luciferase reporter, luminescence, 16 h; DNA damage induced by 5-fluorouridine; also: potency is read from the fitted curve at half-maximal effect; % is scaled to controls: 0 for no effect and ±100 for the full control effect; nearly all actives have a fitted effect of over 55% in size
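Quantitative HTS, concentration-response format. 2,000 cells/well co-treated with 5-fluorouridine and compound, 16 hr in 5% CO2 at 37 °C; ONE-Glo luminescence read after 30 min.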
Starred values were filed as active, the others as inactive; ? = inconclusive; nt = no result given; [ ] = dose if it differs, or a comment. Unless noted, calls follow the shape of the dose curve; as a rule, active = well fitted curve in the direction sought with a large enough effect; inconclusive = small, poorly fitted or top-dose-only effect, or another doubt; inactive = no such curve, though single readings can be large; an effect the other way counts as inactive or inconclusive. Some of the compounds tested; count on the stated rates, not on these rows.

SMILES	Mito fusion act	PKM2 activator	Gal4-VP16 FLuc	RORg inh	MBNL1 CUG block	Menin-MLL TR inh	KCNH2 3.1 inh	Rab9 promoter act	FLuc counter	NPC1 promoter act	ELG1 repair inh
O=C(CSc1c[nH]c2ccccc12)NCC1CCCO1 (centres undefined)	-5%	-13%	-11%	-8%	-14%	7%	1	5%	-1%	3%	15%
CCOC(=O)c1cnn(-c2nc(OC)cc(OC)n2)c1C(F)(F)F	0%	2%	-3%	9%	-14%	5%	-9	-3%	5%	1%	-10%
O=c1[nH]c2c(cnn2-c2ccc(Cl)cc2)c(=O)n1-c1cccc(Cl)c1	4%	4%	-10%	6%	-2%	nt	-4	0%	-20%	3%	8%
CC(NC(=O)CSc1ncccc1C(=O)O)C1CC2CCC1C2 (centres undefined)	12%	-1%	-4%	5%	7%	nt	-12	-2%	4%	0%	-7%
Cc1nc(COC(=O)c2ccc(CO)cc2)cs1	3%	?	-9%	-12%	7%	-9%	10	-5%	4%	1%	3%
CC(C)(C(=O)Nc1nccs1)c1ccccc1	5%	-3%	3%	-3%	-6%	1%	-4	-7%	-6%	5%	0%
Cc1cc(C)cc(OCc2nnc(SCC(=O)c3ccccc3)o2)c1	0%	-14%	-19%	?	-3%	11%	-9	-1%	0%	-1%	3%
Cc1cc(C)nc(SCCCNCc2ccc(Br)cc2)n1	-3%	-10%	?	?	1%	-24%	-3	-2%	1%	-1%	?
Cc1nn(C)c(C)c1CCC(=O)N1CCCC(C(=O)c2cccc(OC(C)C)c2)C1 (centres undefined)	0%	nt	?	-1%	5%	-12%	-31	1%	-13%	8%	-6%
CCn1nc(C)c(CN2CCC(C(=O)Nc3cccc(-c4cccc(Cl)c4)c3)CC2)c1C	-2%	nt	-8%	-43%	-6%	nt	-95*	-7%	2%	11%	-18%
Cc1cnc(C(=O)NC2CC(C)(C)Cc3c2cnn3-c2ccccc2)cn1 (centres undefined)	-1%	-4%	3%	?	0%	nt	-2	1%	8%	-1%	2%
COc1ccccc1NC(=O)COc1ccc(Br)cc1CO	-1%	-15%	-4%	4%	-17%	?	-6	13%	-10%	6%	?
CC(C)N(C(=O)CSc1nc2ccccc2n1Cc1ccccc1)C(C)C	-3%	0%	?	?	-3%	-1%	-10	-1%	-11%	-5%	?
CCOC(=O)c1c(C)[nH]c(C)c1S(=O)(=O)N(C)CC(=O)Nc1cc(C)ccc1OC	1%	nt	-1%	0%	-1%	nt	2	-1%	4%	7%	-1%
CC(OC(=O)CCSc1ccccc1)C(=O)Nc1ccc(S(N)(=O)=O)cc1 (centres undefined)	1%	nt	nt	nt	nt	nt	-20	0%	-2%	1%	-4%
CCCCOc1ccc(C(=O)NCC(=O)NCc2ccccn2)cc1	-2%	nt	nt	nt	nt	nt	-50	2%	-3%	0%	26%
CCOCCCn1c(=O)c(NC(=O)c2ccc(OCC)cc2)c2n(c1=S)CCCCC2	6%	2%	6%	15%	-12%	-12%	7	-3%	1%	-3%	-9%
CSc1ccccc1C(=O)NC1CCCN(c2ccc(C(F)(F)F)cn2)C1 (centres undefined)	8%	9%	1%	-5%	3%	11%	-6	-7%	-3%	-4%	7%
O=C(COC(=O)C1CCN(S(=O)(=O)c2ccccc2)CC1)NCCc1ccccc1	-2%	nt	nt	nt	nt	nt	-8	-2%	-1%	-2%	29%
Cc1ccccc1-n1c(=O)/c(=C\c2ccco2)s/c1=C(/C#N)C(=O)Nc1ccccc1	5%	-5%	-7%	9%	3%	54%[activator]	1	-3%	2%	2%	4.6µM*
COc1ccccc1CN(C)C(=O)c1cccc(S(=O)(=O)N2CCN(Cc3ccccc3)CC2)c1	18%	nt	nt	nt	nt	nt	11	0%	-1%	8%	-2%
Cc1cc(C)cc(NC(=O)Nc2ccccc2N2CCCCC2)c1	-5%	0%	-8%	20%	nt	nt	-7	-2%	-7%	-3%	?
O=S(=O)(/N=C(/Nc1ccccc1)C(F)(F)F)c1ccccc1	-2%	8%	2%	-1%	-12%	9%	9	1%	-1%	2%	12%
Cn1c(=O)oc2cc(S(=O)(=O)NCc3ccco3)ccc21	3%	?	7%	-9%	-4%	-1%	4	10%	0%	0%	5%
CCOC(=O)c1c(NC(=O)CSC(=S)N(C)C)sc(C)c1C	4%	-2%	1%	-11%	6%	1%	2	-5%	-2%	-3%	-4%

Other records:
SMILES	Mito fusion act	PKM2 activator	Gal4-VP16 FLuc	RORg inh	MBNL1 CUG block	Menin-MLL TR inh	KCNH2 3.1 inh	Rab9 promoter act	FLuc counter	NPC1 promoter act	ELG1 repair inh
CC1CCCN(S(=O)(=O)c2ccc3c(c2)c(=O)nc2ccc(Cl)cn23)C1 (centres undefined)	-3%	-1%[0.46 µM]	-15%	-1%	3%	-17%	4	-1%	1%	-3%	-4%
O=c1c2cc(Br)ccc2nc(-c2cccc(C(F)(F)F)c2)n1O	0%	1%	20µM*	3.5µM*	-1%	?	2	3%	-1%	0%	?
Cc1nnc(NC(=O)CSCc2c(C)noc2C)s1	-4%	nt	nt	nt	nt	nt	12	1%	4%	-5%	10%
O=CN1CCN(S(=O)(=O)c2ccc(S(=O)(=O)NC3CCCCC3)cc2)CC1	-4%	-7%	3%	0%	-2%	3%	-9	0%	2%	-2%	0%
COc1cccc(NC(=O)c2ccc(CN3CCc4ccccc4C3)cc2)c1	-3%	-2%	26%	37%	1%	15%	-3	-21%	19µM*	-8%	?
COc1ccc(CNC(=O)CN(Cc2ccc(F)cc2)C(=O)c2csnn2)cc1	-1%	3%	4%	?	-7%	0%	-7	-12%	2%	-1%	-17%
Cc1ccc(Cn2ncc3c(NCCCN4CCOCC4)ncnc32)cc1	0%	-2%	-8%	3%	3%	-8%	1	2%	4%	1%	-18%
COc1cccc(C2=NO[C@@H]3C(=O)N(c4ccc5c(c4)OCCO5)C(=O)[C@H]23)c1OC	0%	-12%	0%	-2%[10 µM]	-9%	9%	12	10%	?	7%	?
Cc1cc(C(=O)NNc2ccccc2F)no1	-1%	3%	5%	-6%	nt	nt	5	0%	-3%	0%	6.5µM*
O=C(NN1C(=O)/C(=C\c2cccnc2)SC1=S)C(c1ccccc1)c1ccccc1	16%	1%	?	?	-12%	34%[activator]	4	-2%	2%	1%	-3%
CCN1C(=O)/C(=C/C=C2/Sc3ccc4ccccc4c3N2CCO)SC1=S	-2%	-2%	-6%	-14%	nt	?	3	-11%	-2%	-1%	-6%
CS(=O)(=O)Nc1cccc(C(=O)CC2(O)C(=O)Nc3ccccc32)c1 (centres undefined)	3%	0%	-1%	-18%[10 µM]	13%	-15%	3	1%	0%	0%	-5%
CN(C)c1ccc(C2Nc3ccccc3C(=O)N2CCCN2CCOCC2)cc1 (centres undefined)	-3%	-3%	-22%	-44%	nt	nt	-1	19%	4.8µM*	7%	?
Cc1ccccc1-c1nc(CS(=O)(=O)CC(=O)NCCCN2C(C)CCCC2C)c(C)o1 (centres undefined)	-1%	-2%	-6%	-21%	-1%	-14%	15	-3%	2%	1%	2%
Nc1c(NCCN2CCOCC2)c2ccccc2oc1=O	-1%	-10%	14%	-6%	-1%	-24%	5	-3%	-3%	0%	6%
CCCCn1c(Cc2ccccc2)nnc1SCC(=O)N1CCOCC1	2%	?	-4%	?	-21%	5%	4	-13%	-24%	0%	8%
Cc1ccc(OCC(=O)NNC(=O)c2ccc(NC(=O)C3CC3)cc2)c(C)c1	-2%	2%	-1%	?	-2%	-3%	-3	1%	0%	-1%	-2%
COc1ccccc1/C=C1\SC(=S)N(CCC(=O)NNC(=O)c2ccccc2OC)C1=O	4%	-5%	-16%	-35%	-2%	?	8	-3%	-13%	1%	1%
CCOC(=O)CC1C(=O)NCCN1C(=O)c1c(Cl)cccc1Cl (centres undefined)	-2%	nt	14%	9%	2%	11%	-7	-10%	1%	-13%	12%
